Compound activity from PubChem BioAssay.
RAD54 branch: inhibitors of human RAD54 branch migration. Q92698. RAD54 Holliday junction branch migration, FAM/BHQ fluorescence. inhibition, % at 10.4 µM. 360,000 compounds, 0.14% hits. AID 602329;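 active = mean normalized replicate activity at least 40 and at least half of replicates scoring 40 or more; inconclusive = only one of the two criteria met; inactive = mean below 40 and under half of replicates reaching 40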;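 also: 0% = median of neutral control wells and 100% = median of positive control wells; inhibitors cause a drop in the FAM fluorescence signal; in these data hits start at about 50%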
Target sequence (Q92698 whole entry, looked up): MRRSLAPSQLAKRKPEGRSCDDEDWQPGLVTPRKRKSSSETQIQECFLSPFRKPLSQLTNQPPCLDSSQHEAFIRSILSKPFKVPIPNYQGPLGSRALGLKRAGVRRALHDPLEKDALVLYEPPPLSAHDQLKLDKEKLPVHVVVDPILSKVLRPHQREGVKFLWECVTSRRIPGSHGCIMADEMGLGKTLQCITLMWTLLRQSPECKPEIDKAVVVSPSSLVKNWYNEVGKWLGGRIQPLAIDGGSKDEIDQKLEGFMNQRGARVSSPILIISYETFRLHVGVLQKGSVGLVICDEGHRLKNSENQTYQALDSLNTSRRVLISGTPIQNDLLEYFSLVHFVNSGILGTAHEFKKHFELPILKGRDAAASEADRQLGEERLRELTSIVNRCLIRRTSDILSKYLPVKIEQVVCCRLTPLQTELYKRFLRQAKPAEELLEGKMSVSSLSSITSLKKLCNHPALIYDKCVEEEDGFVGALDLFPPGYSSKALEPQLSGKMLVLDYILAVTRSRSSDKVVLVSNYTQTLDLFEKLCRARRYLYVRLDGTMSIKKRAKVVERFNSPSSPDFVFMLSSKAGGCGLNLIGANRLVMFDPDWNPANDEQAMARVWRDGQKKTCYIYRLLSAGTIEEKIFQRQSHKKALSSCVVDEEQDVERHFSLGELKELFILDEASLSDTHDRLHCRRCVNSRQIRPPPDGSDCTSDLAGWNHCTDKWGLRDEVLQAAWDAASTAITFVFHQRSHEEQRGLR
esBAF inh: inhibitors of esBAF chromatin remodeling in mouse ES cells | 350,000 compounds, 2% hits | AID 602393 | Bmi1-luciferase knock-in reporter, 24 h; 100% = twice the neutral-well signal | reporter increase, % at 12.5 µM; in the data active = activation above about 40%; inconclusive = no clear call, values can overlap the other calls;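 also: 0% = median of the plate's neutral control wells and 100% = double that signal; a rise in the Bmi1 reporter signal indicates esBAF inhibition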
* marks the source's active call; other numbers are inactive results; ? = inconclusive. This is a subset; rates above refer to the full screens.

Start of the data: the first three compounds, to show the layout:
cpd	compound	esBAF inh	RAD54 branch
1	CCN1/C(=C\C(C)=O)Sc2ccc(OC)cc21	-5	4
2	CC1(C(=O)N(CC(=O)NC2CCCC2)C2CCCC2)CC(=O)N=C2C=CC=CN21 (centres undefined)	5	1
3	Cn1c(C(=O)N2CCc3ccccc3C2)cc2c(=O)n3ccccc3nc21	15	-1

All compounds of this part (from the top)
cpd	compound	esBAF inh	RAD54 branch
1	CCN1/C(=C\C(C)=O)Sc2ccc(OC)cc21	-5	4
2	CC1(C(=O)N(CC(=O)NC2CCCC2)C2CCCC2)CC(=O)N=C2C=CC=CN21 (centres undefined)	5	1
3	Cn1c(C(=O)N2CCc3ccccc3C2)cc2c(=O)n3ccccc3nc21	15	-1
4	COc1ccc(OC2C(=O)N(CCc3ccc(OC)c(OC)c3)C2c2ccc3c(c2)OCO3)cc1 (centres undefined)	8	6
5	CCCc1nnc(SCC(=O)N2CCOCC2)n1CCCOC	-12	-1
6	CNc1nnc(-c2ccc(N(C)C)cc2)s1	-47	8
7	O=C(CCS(=O)(=O)c1ccc2c(c1)NC(=O)CS2)NCc1ccccc1Cl	6	3
8	O=C(/C=C/c1cccnc1)c1ccc(NC(=O)c2cccc(Br)c2)cc1	19	-1
9	COC(=O)CSc1nc2c(c(-c3ccc(C)o3)c1C#N)CCCC2	6	-6
10	COC(=O)C1=C(C)N(C(C)C)C(=O)C1(NC(C)=O)C(F)(F)F (centres undefined)	2	3
11	Oc1ccc(N2CCN(C(c3ccncc3)c3nnnn3C3CCCC3)CC2)cc1 (centres undefined)	-13	-4
12	Cn1c(SCC(=O)OC2CCCCC2)nnc1-c1ccc(S(=O)(=O)N2CCCC2)cc1	2	-10
13	CCS(=O)(=O)c1ccc(-c2csc(-c3ccc(Cl)cc3)n2)c(Cl)c1Cl	-3	-4
14	CC(C)N(C(=O)c1sc2cc([N+](=O)[O-])ccc2c1Cl)C(C)C	4	-4
15	CCCCNC(=O)C1(c2ccc(OC)cc2)CCOCC1	-6	3

Look-ups from the list:
RAD54 branch result of entry 4 : 6
esBAF inh result of entry 12 : 2

The listing continues.
cpd	compound	esBAF inh	RAD54 branch
16	O=C(Nc1ccccc1[N+](=O)[O-])C1=C(O)CCn2c1nc1ccccc12	2	-1
17	O=[N+]([O-])c1cc([N+](=O)[O-])c2oc(-c3ccccc3)c(Br)c2c1O	-20	1
18	COc1ccc(/C=N/NC(=O)C(=O)N2CCN(c3ccccc3OC)CC2)cc1	-3	1
19	O=C(CSc1nnc(-c2ccc(Cl)cc2)n1Cc1ccco1)Nc1ccc2c(c1)OCCO2	6	-4
20	O=C(NC1CCN(C(=O)N2c3ccccc3Sc3ccccc32)CC1)c1ccccc1Cl	7	4
21	COc1ccc(-c2nnn(CC(=O)N(Cc3cccs3)C(C)C(=O)NC3CCCC3)n2)cc1OC (centres undefined)	7	4
22	CN(NC(=O)C(C)(C)C)c1nc(-c2ccccc2)nnc1C(F)(F)F	1	-5
23	CC(Sc1nc2ccccc2c(=O)[nH]1)C(=O)O (centres undefined)	-4	-2
24	CC(C)OC(=O)C(C#N)c1nc2ccccc2nc1N1CCCC1 (centres undefined)	5	-3
25	CCOc1ccc(C2C(C#N)=C(N)Oc3cc(C)n(CCN(C)C)c(=O)c32)cc1OCC (centres undefined)	-1	-5
26	CC1CCN(S(=O)(=O)c2cc(Br)cc(C(=O)NC3=NCCS3)c2)CC1	24	5
27	CNC(=O)c1ccccc1S(=O)(=O)c1ccccc1C#N	-11	5
28	Cc1cccc(Cn2c(=O)c3c(nc4n3CCCN4Cc3ccccc3)n(C)c2=O)c1	0	-9
29	CCOC(=O)N1CCN(C(=O)c2csc3c2CCCCC3)CC1	-2	-7
30	Cc1cc(NC(=O)CSc2n[nH]c(-c3cccs3)n2)no1	-3	-3
31	CCCCc1nnc(NC(=O)CSc2nc(C)cc(=O)[nH]2)s1	7	17
32	Cc1nc(C)n(C(C)CC(=O)O)n1 (centres undefined)	-5	3
33	Cc1ccc(NC(=O)CN(C)C(=O)CSc2nc3ccccc3o2)cc1	5	2
34	COc1ccc(C(=O)OCCN2CCOCC2)cc1OC	-4	-4
35	CCCn1c(=O)c(C(=O)NCc2cccnc2)c(O)c2ccccc21	0	-4
36	Cc1[nH]c2ccc(F)cc2c(=O)c1SC(F)(F)C(F)F	-13	-3
37	Cc1ccc2c(c1)N(CC(=O)N1CCCCCC1)C(=O)CO2	-9	5
38	O=C(NCc1ccc(Cl)cc1)C1CCC(CNS(=O)(=O)c2ccccc2)CC1 (centres undefined)	11	11
39	Oc1ccc(N=Cc2ccc(O)c(O)c2)cc1	-14	-1
40	CCC(=O)Nn1c(C)nnc1C	-12	-5
41	O=C(O)c1cnn2c(C(F)(F)F)cc(-c3ccccc3)nc12	-8	0
42	CCNC(=O)CN(c1ccc(C)cc1)S(=O)(=O)c1ccccc1	-5	-2
43	Cc1ccc(C)c(NC(=O)CN(C)S(=O)(=O)c2ccc(F)cc2)c1	-3	-1
44	O=c1c2ccccc2nnn1CSc1nnc(Nc2ccccc2)s1	24	-2
45	CCOC(=O)c1ccc(NC(=O)C(=O)NCC2CCCO2)cc1 (centres undefined)	18	1

Quoted at random: 2 records from the list
cpd	compound	esBAF inh	RAD54 branch
33	Cc1ccc(NC(=O)CN(C)C(=O)CSc2nc3ccccc3o2)cc1	5	2
34	COc1ccc(C(=O)OCCN2CCOCC2)cc1OC	-4	-4

(next part)
cpd	compound	esBAF inh	RAD54 branch
46	Cc1cnc(C(=O)OCC(=O)NCCc2ccccc2)cn1	-9	1
47	COC(=O)CNC(=O)c1cccs1	3	0
48	O=C(NC1CCCCC1)c1ccc(Cn2cc(Br)cn2)o1	3	-2
49	CC1CCCCC12NC(=O)N(Cn1nnc3ccccc3c1=O)C2=O (centres undefined)	2	0
50	CN(C(=O)c1ccncc1)C1CC(C)(C)N(O)C(C)(C)C1	1	-7
51	CCCCn1nc(CC(=O)O)c2ccccc2c1=O	1	4
52	O=C(COC(=O)c1cc(S(=O)(=O)N2CCOCC2)c(Cl)cc1Cl)Nc1ncc(C(F)(F)F)cc1Cl	5	12
53	Cn1c(=O)c2c(nc(-n3ccnc3)n2Cc2ccc(Cl)cc2Cl)n(C)c1=O	6	5
54	COc1ccc(C(=O)OCC(=O)Nc2ccc(F)c(F)c2)cc1OC	-5	-7
55	CC(C)CCn1c(-c2nonc2N)nc2ccccc21	-6	-10
56	COc1cccc(C2=NOC(C(=O)NCc3ccccc3)C2)c1 (centres undefined)	4	-1
57	c1ccc(CN2C3=NCCCN3c3ccccc32)cc1	-3	-5
58	CCCCN(C)C(=O)CSc1nc(NCc2ccc(OC)cc2)c2ccccc2n1	-5	-2
59	O=C(Nc1ccccc1C(=O)N1CCOCC1)c1ccncc1	-13	-9
60	COc1ccccc1NC(=O)CNC(=O)c1ccc(F)cc1	7	5
61	COc1cc(C(=O)Oc2c(CN3CCOCC3)cc(Cl)c3cccnc23)cc(OC)c1OC	-31	0
62	COc1cccc(C2C3(C#N)C(N)=NC(OC)(OC)C23C#N)c1 (centres undefined)	-6	-15
63	Cc1ccc(C)c(-n2c(SCC(N)=O)nnc2-c2ccccn2)c1	-6	-7
64	Cc1ccc2[nH]c(C)c(CC(=O)O)c2c1	-2	1
65	CCOc1cccc(-c2nn3c(-c4ccccn4)nnc3s2)c1	16	12
66	CCOC(=O)C1=C(N)N(c2ccc(N3CCCCC3)cc2)C(=O)C1	-2	6
67	CCNc1nc(NC(C)C)nc(NS(=O)(=O)c2ccc(Cl)cc2)n1	-6	6
68	Cc1coc(C)c1C(=O)CC1(O)C(=O)N(CCc2ccccc2)c2ccccc21 (centres undefined)	4	-4
69	NC(=S)Nc1cnc2ccccc2c1	15	-4
70	CCN(CC)S(=O)(=O)c1ccc2c(c1)c(=O)c(C(=O)NCCOC)cn2C	1	-13
71	COc1ccc(CNC(=O)CSc2ncnc3nc[nH]c23)cc1	3	5
72	Cn1c(=O)c2cn(Cc3ccc(Cl)cc3)cc2n(C)c1=O	3	1
73	c1ccc2c(c1)nnn2Cc1nnc2sc(-c3ccc4c(c3)OCCO4)nn12	4	5
74	CC(C)(C)Nc1nc(C(N)=O)nc(N2CCOCC2)n1	11	7
75	CCOc1ccc(OCC)c(NC(=O)CN2CCN(c3cccc(C)c3)CC2)c1	-12	-1
76	CCN=C1SC(C(=O)Nc2ccc(Cl)c(Cl)c2)CC(=O)N1CC (centres undefined)	-3	-3
77	COc1cccc(N(C(=O)Cn2nnc3ccccc32)C(C(=O)NCc2ccco2)c2cccnc2)c1 (centres undefined)	-3	-2
78	COCCNC(=O)c1c(N)n(-c2ccccc2)c2nc3ccccc3nc12	-3	-2
79	CCc1ccc(OCC(=O)Nc2ccc(S(=O)(=O)N3CCCC3)cc2)c(Br)c1	-8	21
80	N#Cc1c(N)c(C(=O)c2ccc(Br)cc2)n2c1CCC2	-9	3
81	Cc1ccc2nc(S(=O)(=O)O)[nH]c2c1	5	0
82	O=C(CSCc1c(Cl)cccc1Cl)NN1C(=O)c2ccccc2C1=O	-2	9
83	O=C(O)C(O)c1ccco1 (centres undefined)	-3	1
84	CCCCNC(=O)c1c[nH]c2ccc(S(=O)(=O)Nc3ccc(OCC)cc3)cc2c1=O	15	-4
85	COC(=O)c1cn(-c2ccccc2)nc1C(=O)OC	0	4
86	COC(=O)c1sc(NC(=O)c2ccc(OC)cc2OC)nc1C	-44	-7
87	CC(C)(C)OC(=O)C1C(=O)CC(C)(O)C(C(=O)OC(C)(C)C)C1c1ccco1 (centres undefined)	-14	-31
88	CC(NC(=O)NCC1CCCO1)(C(F)(F)F)C(F)(F)F (centres undefined)	-3	2
89	O=C1NC(=S)N/C1=C/c1cccc([N+](=O)[O-])c1O	1	2
90	CS(=O)(=O)N1CCN(c2ccc([N+](=O)[O-])c(NCCN3CCOCC3)c2)CC1	3	0
91	CC(C)[C@H](N)c1nnc(SCC(=O)c2ccc(Cl)cc2)o1	-28	1
92	Cc1nnsc1NC(=O)OCC(C)C	-1	0
93	Cc1ccc(-n2c(-c3cccnc3)n[nH]c2=S)c(C)c1	-2	-1
94	COc1ccc(Cl)cc1N(CC(=O)Nc1ccc2c(c1)OCCO2)S(C)(=O)=O	1	-4
95	COc1ccc(-c2nnn(CC(=O)Nc3sc4c(c3C#N)CCCC4)n2)cc1	-3	-7
96	Cn1c(=O)cc(OCCCC(=O)Nc2ccc3c(c2)OCCO3)c2ccccc21	1	2
97	O=C(NCc1ccccn1)C1CCN(S(=O)(=O)N2CCCCC2)CC1	0	0
98	CCN1/C(=C2\OC(=S)N(C)C2=O)Sc2ccccc21	20	3
99	CN(C)C(=O)c1cc([N+](=O)[O-])cc([N+](=O)[O-])c1N(C)C	-1	8
100	O=c1oc2ccccc2cc1-c1csc(Cc2nc(-c3ccc(Br)cc3)cs2)n1	-4	0
101	Cc1ccc(Nc2cc(C)nc(-c3ccccc3O)n2)cc1	53*	1
102	COc1ccc(NC(=O)/C=C/c2cc(Br)ccc2OC)cc1	2	6
103	COC(=O)Cc1c(C)nc2nc(-c3ccco3)[nH]n2c1=O	-13	-3
104	COc1ccc(-c2cc(C(F)F)n3ncc(C(=O)N4CCN(C)CC4)c3n2)cc1	-8	2
105	Cc1ccc(NC(=S)NC(=O)c2ccc(-c3ccccc3)cc2)cc1	-6	-1

(next part)
cpd	compound	esBAF inh	RAD54 branch
106	Cc1ccnc(NC(=O)c2ccc([N+](=O)[O-])o2)c1	19	-5
107	COC(Cn1c(C)c(C(C)=O)c(C(C)=O)c1C)OC	-10	1
108	CC(=O)OC1=Cc2c(ccc3ccc(=O)oc23)OC1(C)C	-5	-3
109	COc1cc(NC(=O)C23CC4CC(C2)CC(n2nnc(C)n2)(C4)C3)c(OC)cc1Cl	-13	3
110	Cc1coc(NC(=O)CSc2nc(-c3ccncc3)cc(C(F)(F)F)c2C#N)n1	-3	-17
111	O=C(c1cc(N2CCCCC2)nc2ccccc12)N1CCOCC1	-8	8
112	CC(=O)Nc1c(Cl)n(C(C)=O)c2ccccc12	2	1
113	COC(=O)c1sccc1NC(=O)CSc1ccc(Cl)cc1	10	-7
114	Cc1nc(-c2ccc(NS(C)(=O)=O)cc2)cs1	-9	6
115	O=C(CSc1nn(-c2ccc(Cl)cc2)c(=S)s1)N1CCN(C(=O)c2ccco2)CC1	-6	-2
116	Clc1ccc(/C=C/c2nc3ccccc3[nH]2)c(Cl)c1	-35	-4
117	C=CCN1CCN(C(CC(C)C)c2nnnn2CCOC)CC1 (centres undefined)	2	0
118	COc1cc2cc(CN(CCO)S(=O)(=O)c3ccccc3)c(=O)[nH]c2cc1OC	-1	0
119	COC(=O)COc1cccc(-n2cnnn2)c1	3	-12
120	CCCn1c(SCC(=O)Nc2ccccc2N2CCOCC2)nc2c1c(=O)n(C)c(=O)n2C	4	0
121	Cc1ccc2c(CNCc3ccco3)cc(=O)oc2c1	36	-23
122	Cc1cccc(N(CC(=O)NC2CCCC2)C(=O)CS(=O)CC(=O)Nc2ccc3c(c2)OCO3)c1C (centres undefined)	12	-5
123	CC1Cc2ccccc2N1C(=O)CSc1nnc2c(n1)[nH]c1ccccc12 (centres undefined)	-4	2
124	CCN(CC)c1cc(C)c2ccccc2n1	4	-13
125	COc1cc2c(cc1NC(=O)CSc1nc3ccccc3[nH]1)oc1ccccc12	6	19
126	CCOC(=O)c1[nH]c2ccccc2c1NC(=O)CCN1CC(C)OC(C)C1 (centres undefined)	3	1
127	COc1cc2cc(CN(Cc3cccnc3)C(=O)NCc3ccccc3)c(=O)[nH]c2cc1OC	0	-7
128	C#CCONC(=O)c1cc(OCC(F)(F)F)ccc1OCC(F)(F)F	-5	-6
129	Cc1ccc(OCC(=O)Nc2sc3c(c2C#N)CCC3)cc1C	?	1
130	Cc1nonc1NC(=O)c1ccccc1Br	-6	6
131	COc1ccccc1-c1nc(C(F)(F)F)c(OC)o1	-8	-4
